Assay outcomes deposited in PubChem by National Center for Advancing Translational Sciences (NCATS).
BAZ2B block: inhibitors of human BAZ2B bromodomain | AlphaScreen BAZ2B-H3K14Ac peptide displacement | Potency, µM (doses to about 114 µM), inactives show top-dose activity change, negative = inhibition, usual class: inhibitors | hit rate 4.4% among 360,000; further: on the % scale 0 is the no-effect control and ±100 the full control effect; nearly all actives have a fitted effect of over 60% in size
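Inhibition is scored as reduced AlphaScreen emission. The BAZ2B/b-H3(5-23)K14Ac complex (50 nM each) in PBS pH 7.4, 0.01% Tween-20 meets compound (up to 110 uM) for 30 min at RT before bead addition.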
APE1 inh: APE1 (human) endonuclease inhibition | P27695 | recombinant APE1, TAMRA/BHQ-2 abasic DNA cleavage fluorescence | Potency, µM (doses to about 65.8 µM), for inactives: top-dose activity change, negative = inhibition, actives largely listed as inhibitors | hit rate 0.35% among 350,000;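 further: plate controls were vehicle for no effect and reference inhibitor for full effect; nearly all actives have a fitted effect of over 55% in size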
Target sequence (P27695 whole entry, looked up): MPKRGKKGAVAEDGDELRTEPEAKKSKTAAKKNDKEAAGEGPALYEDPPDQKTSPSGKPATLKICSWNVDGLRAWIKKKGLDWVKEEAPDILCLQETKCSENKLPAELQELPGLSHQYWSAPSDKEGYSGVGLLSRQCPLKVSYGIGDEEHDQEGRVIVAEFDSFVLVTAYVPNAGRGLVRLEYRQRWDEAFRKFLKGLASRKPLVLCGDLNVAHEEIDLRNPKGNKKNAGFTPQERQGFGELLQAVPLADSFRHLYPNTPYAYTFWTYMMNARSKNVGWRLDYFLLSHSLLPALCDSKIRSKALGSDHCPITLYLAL
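Step 1: APE1 (0.75 nM) with compound, 15 min RT. Step 2: add 50 nM fluorophore/quencher THF duplex. Step 3: three fluorescence reads 60 s apart (525/598 nm); read 3 minus read 1 = reaction progress.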
Pol eta inh: blocks human DNA polymerase eta activity; Q9Y253; recombinant Pol eta, fluorescent DNA replication assay; Potency, µM (series often up to 114 µM), for inactives: at the top dose activity change, negative = inhibition, usual class: inhibitors; hit rate 1.2% among 390,000; AID 588591; further: on the % scale 0 is the no-effect control and ±100 the full control effect
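Fluorescent replication assay: 50 nM final substrate added after a 15 min room-temperature compound preincubation with 10 nM enzyme. Signal taken at 0 min and again at 10 min.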
BLM inh: Bloom syndrome helicase (human) inhibition. Potency, µM (doses to about 56.1 µM), inactives show at the highest dose activity change, negative = inhibition, hits mostly inhibitors. P54132. hit rate 0.2% among 350,000. recombinant BLM DNA unwinding, fluorescence dequenching;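 further: plate controls were vehicle for no effect and no enzyme for full effect; nearly all actives have a fitted effect of over 35% in size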
POLK inh: inhibitors of human DNA polymerase kappa; Potency, µM (series often up to 107 µM), for inactives: at the top dose activity, negative = inhibition, most hits filed as inhibitors; Q9UBT6; hit rate 0.53% among 400,000; purified Pol kappa, fluorescent DNA synthesis assay, 10 min; further: on the % scale 0 is the no-effect control and ±100 the full control effect
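Readout: fluorescence, taken kinetically at 0 and 10 min. Conditions: 10 nM Pol kappa, 15 min RT compound preincubation, 50 nM substrate final. Controls: enzyme-free buffer wells.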
Pol beta inh: blocks human DNA polymerase beta activity; P06746; Pol beta primer extension/strand displacement, fluorescence kinetic; Potency, µM (titrated, usually from 114 µM), for inactives: top-dose activity change, negative = inhibition, usual class: inhibitors; hit rate 1.3% among 340,000; AID 485314; further: on the % scale 0 is the no-effect control and ±100 the full control effect
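Homogeneous kinetic assay of primer extension and strand displacement by 10 nM Pol beta, preincubated 15 min at room temperature with compound before 50 nM substrate (final) was added. Read at 0 and 10 min; four-parameter Hill fit.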
G9a inh: inhibitors of human histone lysine methyltransferase G9a. hit rate 8.8% among 350,000. G9a H3K9 monomethylation, AlphaScreen, 2 h. Potency, µM (series often up to 102 µM), inactives show at the highest dose activity, negative = inhibition, most hits filed as inhibitors. Q96KQ7; further: on the % scale 0 is the no-effect control and ±100 the full control effect; nearly all actives have a fitted effect of over 75% in size
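AlphaScreen read-out: biotin-H3K9 peptide (500 nM) methylation by 20 nM enzyme with 20 uM SAM, 2 h at room temperature after 15 min compound preincubation; anti-monomethyl H3K9 antibody plus donor/acceptor beads, 10 min dark.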
Pol iota inh: inhibitors of human DNA polymerase iota; Q9UNA4; Pol iota fluorescent replication assay, 10 min; Potency, µM (doses to about 115 µM), for the others: at the highest dose activity, negative = inhibition, usual class: inhibitors; hit rate 1% among 390,000; AID 588590
Target sequence (Q9UNA4 whole entry, looked up): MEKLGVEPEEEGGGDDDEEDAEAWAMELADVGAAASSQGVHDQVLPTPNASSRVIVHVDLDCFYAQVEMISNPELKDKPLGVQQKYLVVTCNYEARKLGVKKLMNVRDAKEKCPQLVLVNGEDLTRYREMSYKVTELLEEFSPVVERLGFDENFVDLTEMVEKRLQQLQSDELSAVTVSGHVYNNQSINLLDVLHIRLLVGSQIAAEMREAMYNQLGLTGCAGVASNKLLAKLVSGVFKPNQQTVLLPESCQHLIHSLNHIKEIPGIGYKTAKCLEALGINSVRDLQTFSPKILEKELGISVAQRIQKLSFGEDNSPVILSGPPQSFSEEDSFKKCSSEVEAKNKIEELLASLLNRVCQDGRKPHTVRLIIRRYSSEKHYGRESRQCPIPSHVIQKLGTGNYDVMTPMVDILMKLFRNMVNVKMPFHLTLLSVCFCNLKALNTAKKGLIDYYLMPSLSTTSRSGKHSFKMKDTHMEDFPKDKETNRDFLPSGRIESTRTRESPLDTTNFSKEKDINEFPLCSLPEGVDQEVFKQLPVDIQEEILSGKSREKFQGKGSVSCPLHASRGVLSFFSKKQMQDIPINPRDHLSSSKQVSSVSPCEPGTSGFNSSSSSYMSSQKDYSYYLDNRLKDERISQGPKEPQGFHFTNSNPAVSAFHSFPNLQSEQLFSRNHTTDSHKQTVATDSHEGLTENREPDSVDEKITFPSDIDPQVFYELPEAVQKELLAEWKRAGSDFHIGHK
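Fluorescent replication assay read twice, at 0 min and 10 min after adding 50 nM (final) substrate. Enzyme (10 nM) and compounds were first incubated 15 min at room temperature; enzyme-free buffer wells were negative controls.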
JMJD2A Tudor inh: JMJD2A Tudor domain (human) inhibition. O75164. AlphaScreen JMJD2A-Tudor / H3K4me3 peptide binding. Potency, µM (top dose mostly 114 µM), inactives show at the highest dose activity change, negative = inhibition, actives largely listed as inhibitors. hit rate 4.4% among 390,000; further: on the % scale 0 is the no-effect control and ±100 the full control effect; nearly all actives have a fitted effect of over 50% in size
Active calls of the source: *; ? = inconclusive; / = no result given; [ ] = dose if it differs, or a comment. The call rests on the fitted dose curve; in most records, active means well fitted curve in the direction sought with a large enough effect; inconclusive means small, poorly fitted or top-dose-only effect, or another doubt; inactive means no such curve, though single readings can be large; an effect the other way counts as inactive or inconclusive. Potency means the concentration at half of the fitted maximal effect.

SMILES	BAZ2B block	APE1 inh	Pol eta inh	BLM inh	POLK inh	Pol beta inh	G9a inh	Pol iota inh	JMJD2A Tudor inh
CNc1nnc(-c2ccncc2)s1	-2.1%	-1.5%	-11.1%	0.6%	-11.1%	?	5.7%[12.7 µM]	8.5%	-17.2%
CCC(C)(C)NC(=O)Cc1ccccc1OC	-6.2%	-7.6%	?	-4.3%	-9.4%	-19.3%	?	20.5%	-14.4%
COc1cccc(C(=O)Nc2ccc3oc(-c4ccc5ccccc5c4)nc3c2)c1	-8.6%	/	-23.2%	-11.5%	-31.9%	?	-48.7%[59 µM]	-20.5%	-27.5%
CC(c1ccccc1)N1C(=O)c2ccc(C(=O)NCc3cccnc3)cc2C1=O (configuration not stated)	-29.4%	-4.3%	-23.2%	-1.2%	-11.3%	-0.2%	/	7.9%	-23.6%
CCN(CC)S(=O)(=O)c1ccc(/C=C/C(=O)Nc2cccc(F)c2)cc1	-7.7%	1.0%	-10.1%	-3.8%	-2.6%	16.3%	0.3%[59 µM]	-9.9%	-16.6%
Clc1ccc2c(c1)C1=C(C(c3ccncc3)O2)C(c2ccc(Br)cc2)n2ncnc2N1 (configuration not stated)	?	-4.5%	-16.8%	-8.7%	-5.0%	32.0%	/	3.8%	?
COc1ccc(OC)c2[nH]c(=O)c(CCNS(=O)(=O)c3ccc(Cl)cc3)cc12	-2.1%	-5.3%	-8.0%	2.4%	-20.6%	?	5.4%	3.2%	-22.3%
Cc1ccc(-c2noc(-c3ccc(N4CCN(C)CC4)c([N+](=O)[O-])c3)n2)cc1	-5.5%	/	3.9%	-3.0%	1.2%	0.9%	?	-17.5%	-6.6%
CC1CN(c2nc3ccccc3nc2SCC(=O)Nc2cccc(C(F)(F)F)c2)CC(C)O1 (configuration not stated)	/	/	-22.3%	/	-11.1%	/	/	-10.6%	-5.5%
COC(=O)c1cnn2c3c(c(C)nc12)CCCC3	15.4%	-0.5%	-4.2%	2.0%	-0.8%	21.4%	-1.5%[59 µM]	3.7%	0.7%
O=C(CSc1nnc(Cc2ccccc2)o1)NC1CCCCC1	-4.6%	-3.1%	-3.8%	-3.5%	-7.2%	2.1%	-0.2%[59 µM]	-6.1%	-6.7%
CCOCN(C(=O)Cn1cnc2ccccc21)c1c(C)cccc1CC	-18.9%	3.3%	-16.7%	-3.0%	5.5%	-25.3%	?	173.8%[activator]	-8.8%
Cc1c(O)nc(SCC(=O)Nc2ccc3c4c(cccc24)CC3)n(-c2ccccc2)c1=O	?	?	-14.9%	-6.9%	-2.9%	?	-18.3%[59 µM]	60.9%[activator]	-15.8%
Cc1cc(F)ccc1N1CCC(N2CCN(CCC(C)C)C(CCO)C2)CC1 (configuration not stated)	-8.0%	-3.0%	-14.9%	1.7%	0.0%	0.0%	-4.0%	30.3%[activator]	-21.8%
COc1cc(OC)cc(C(=O)NC(C(=O)Nc2ccc(N3CCOCC3)cc2)C(C)C)c1 (configuration not stated)	-3.3%	13.4%	-19.2%	/	-7.1%	/	50.1µM*	44.4%[activator]	-13.7%
COc1ccc(CNc2nc3ccccc3n2C)c(O)c1	-28.0%	8.3%	-17.4%	-2.3%	4.9%	0.4%	5.6%	26.8%	-23.1%
Cc1ccc(OCC(=O)NC(=S)Nc2ccc(Br)cn2)cc1C	-6.2%	1.2%	-3.1%	-2.1%	-6.2%	18.1%	-6.6%	20.8%	-5.7%
CCN(Cc1ccccc1)S(=O)(=O)c1cc(C(=O)NC(C)C2CC3CCC2C3)ccc1OC (configuration not stated)	1.4%	-4.1%	-23.1%	-2.8%	-8.2%	21.6%	4.4%[59 µM]	-5.7%	-11.9%
CN1CCN(c2ncnc3scc(-c4ccccc4Cl)c23)CC1	-7.4%	14.3%	-13.3%	2.4%	0.0%	27.7%	16.8%	24.1%	-21.9%
CCCCCNC(=O)CN(c1ccc2c(c1)OCO2)S(C)(=O)=O	8.6%[57.1 µM]	2.9%	4.0%	-1.8%	1.5%	16.2%	9.4%[59 µM]	-0.6%[58.9 µM]	1.3%
CCC1CN(C(=O)N2CCC(C(=O)NCCC3=CCCCC3)CC2)c2ccccc2O1 (configuration not stated)	1.8%	/	-18.5%	2.5%	-3.3%	-1.4%	0.4%[59 µM]	23.0%	7.6%
Cc1c(C(=O)N2CCOCC2)[nH]c2ccc(OCc3ccccc3)cc12	-8.2%	-13.1%	-5.3%	-16.2%	-7.8%	3.4%	-37.5%[12.7 µM]	14.5%	-33.3%
CCN(CC)C(=O)Cn1cc(SCC(=O)NC)c2ccccc21	-14.4%	8.8%	-10.2%	-1.6%	7.1%	22.7%	-34.9%	67.1%[activator]	-16.3%
CCCOc1ccccc1Nc1nnc(C)c(=O)[nH]1	7.3%	?	-8.0%	-2.6%	-0.3%	5.3%	8.7%[59 µM]	20.7%	-11.2%
C=CCC1(CC=C)CCCN1C(=O)CC1C(=O)NCCN1Cc1cc(OC)cc(OC)c1 (configuration not stated)	-21.4%	-3.1%	-13.4%	-6.2%	-6.1%	-16.8%	?	24.8%	-23.3%
Cc1ccc(O)c(-c2cc(C(F)(F)C(F)F)nc(-c3ccccc3)n2)c1	-5.7%	-2.5%	-17.9%	2.1%	-6.4%	14.5%	-8.1%	1.7%	2.4%
COc1ccc(CCNc2oc(Cc3cccc4ccccc34)nc2C#N)cc1OC	?	4.8%	-24.3%	-5.3%	-12.9%	-20.5%	?	12.5%	?
COc1ccccc1-c1nnc(NC(=O)c2ccc(S(=O)(=O)N(C)Cc3ccccc3)cc2)o1	-2.1%	2.2%	-11.3%	-1.2%	-9.4%	22.1%	2.0%[59 µM]	14.6%	-24.5%
O=C(Nc1c(Br)cc2c(c1Br)Cc1ccccc1-2)C(F)(F)F	/	/	-7.3%	/	-1.8%	/	/	7.8%	1.4%
Cc1ccc(CN2C(=O)c3ccccc3NC2c2cc(Br)ccc2O)cc1 (configuration not stated)	-3.9%	9.5%	-19.7%	-16.4%	-4.5%	-8.1%	?	-17.7%	-21.0%
CCOC(=O)c1ccc(NC(=O)NC2CC3CCC(C2)N3Cc2nnnn2Cc2ccco2)cc1 (configuration not stated)	2.7%[57.1 µM]	-3.1%	0.2%	-10.5%	-1.3%	1.9%	17.4%[59 µM]	1.2%	-34.3%
CCOC(=O)C1CCN(C(=O)c2cc3ccccc3oc2=O)CC1	-21.3%	-0.9%	2.2%	0.9%	-14.1%	0.5%	-17.3%	24.5%	-11.0%[11.4 µM]
O=C(COC(=O)c1cccc([N+](=O)[O-])c1)NCC1CCCO1 (configuration not stated)	-33.4%	-2.1%	-14.9%	-1.5%	12.3%	-15.5%	-24.1%	24.0%	-15.5%
O=C(COC(=O)C1CC2C=CC1C2)Nc1ccc2c(c1)OC(F)(F)O2 (configuration not stated)	16.1%	2.6%	-18.9%	-3.7%	-13.4%	11.3%	-2.3%[59 µM]	10.0%	-4.5%
CC1(C)Cc2c(sc(NC(=O)/C=C/C(=O)O)c2C#N)CO1	-9.1%	-0.7%	?	-10.2%	-6.9%	-12.0%	/	-27.0%	-7.7%
COc1cccc(CC(=O)OCC(=O)NCC(=O)Nc2cccc(C)c2C)c1	11.9%	-4.0%	-0.8%	/	-9.6%	/	6.9%	-1.9%	-6.1%
CNC(=O)c1cc(C(=O)c2ccc(F)cc2C(F)(F)F)c[nH]1	-30.7%	9.8%	4.6%	-4.8%	6.8%	9.0%	0.7%	5.1%	-12.5%
NC(=O)c1nsc(C(=O)N(c2ccc(F)cc2)C(C(=O)NC2CCCC2)c2ccncc2)c1N (configuration not stated)	3.3%	81.1%[activator][12.4 µM]	?	-7.6%	6.7%	-22.7%	10.5%[59 µM]	?	-4.6%
COc1cccc(-n2nnc(S(=O)(=O)c3ccc(C)cc3)c2N)c1	/	-5.8%	-3.2%	-4.0%	8.6%	?	-0.5%	5.9%	-15.7%
CCOC(=O)N1CCN(C(=O)c2ccc(CS(=O)(=O)c3c(Cl)cccc3Cl)o2)CC1	-6.6%	-0.4%	-2.2%	1.1%	17.0%	7.3%	4.4%[59 µM]	38.3%[activator]	-9.0%
O=C(/C=C/c1cn(CC(O)CN2CCCCC2)c2ccccc12)c1cccs1 (configuration not stated)	-33.1%	2.3%	?	11.1%	-1.3%	-19.3%	-19.4%[59 µM]	-2.5%	?
O=C(c1ccccc1)N1CCN(C(=O)c2nn3c(C(F)(F)F)cc(-c4ccccc4)nc3c2Br)CC1	2.7%	11.0%	-13.7%	-9.4%	6.9%	11.4%	9.5%	45.6%[activator]	-11.6%
CC(/C=C1\SC(=S)N(NC(=O)c2cccc(O)c2)C1=O)=C\c1ccccc1	11.2µM*	-1.9%	?	-19.8%	-31.7%	0.0%	8.91µM*	?	22.4µM*
C=C(C)C1CC=C(C)/C(=N/NC(=O)c2ccc(NC(=O)c3cccc(C)c3)cc2)C1 (configuration not stated)	-5.1%	22.0%	-16.7%	-13.1%	-6.9%	36.2%	23.5%[0.0925 µM]	-11.3%	-2.8%
Cc1ccccc1N=C1SCC(=O)N1Cc1ccccc1	54.0%[activator]	-2.1%	-15.1%	-8.1%	-5.0%	2.9%	15.8%[59 µM]	9.6%	97.2%[activator]

Some entries already given, limited to Pol beta inh and JMJD2A Tudor inh:
Structure	Pol beta inh	JMJD2A Tudor inh
COc1cccc(CC(=O)OCC(=O)NCC(=O)Nc2cccc(C)c2C)c1	/	-6.1%
CNC(=O)c1cc(C(=O)c2ccc(F)cc2C(F)(F)F)c[nH]1	9.0%	-12.5%

Another view of part of the listing above:
molecule,BAZ2B block,APE1 inh,Pol eta inh,BLM inh,POLK inh,Pol beta inh,G9a inh,Pol iota inh,JMJD2A Tudor inh
CNC(=O)c1cc(C(=O)c2ccc(F)cc2C(F)(F)F)c[nH]1,-30.7%,9.8%,4.6%,-4.8%,6.8%,9.0%,0.7%,5.1%,-12.5%
CC1(C)Cc2c(sc(NC(=O)/C=C/C(=O)O)c2C#N)CO1,-9.1%,-0.7%,?,-10.2%,-6.9%,-12.0%,/,-27.0%,-7.7%
O=C(COC(=O)c1cccc([N+](=O)[O-])c1)NCC1CCCO1 (configuration not stated),-33.4%,-2.1%,-14.9%,-1.5%,12.3%,-15.5%,-24.1%,24.0%,-15.5%

A portion of the library, so the mix of outcomes need not match the whole.
